Screening data (PubChem BioAssay)
BioA inh: inhibitors of Mycobacterium tuberculosis BioA enzyme; inhibition, % at 9.99 µM; actives 0.096% (n = 360,000); AID 602481; purified M. tuberculosis BioA enzyme, plate reader; in the data active means inhibition above about 40%
UGM FP inh: blocks M. tuberculosis UGM enzyme. P9WIQ1. purified UGM, fluorescence polarization probe displacement. inhibition, % at 10 µM. actives 0.06% (n = 320,000). AID 504406; in the data active means inhibition above about 10%, passing the limit was not always enough
Target sequence (P9WIQ1 whole entry, looked up): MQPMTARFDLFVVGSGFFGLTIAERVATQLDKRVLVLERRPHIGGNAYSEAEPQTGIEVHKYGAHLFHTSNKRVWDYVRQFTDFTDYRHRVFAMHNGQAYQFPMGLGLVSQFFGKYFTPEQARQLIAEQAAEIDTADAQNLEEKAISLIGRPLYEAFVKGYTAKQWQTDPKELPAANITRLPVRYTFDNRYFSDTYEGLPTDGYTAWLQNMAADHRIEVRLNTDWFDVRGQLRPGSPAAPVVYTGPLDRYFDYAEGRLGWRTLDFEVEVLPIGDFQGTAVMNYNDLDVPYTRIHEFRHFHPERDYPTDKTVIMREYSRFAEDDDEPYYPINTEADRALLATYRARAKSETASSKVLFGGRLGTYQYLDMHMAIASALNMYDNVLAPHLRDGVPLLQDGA
Y pestis TopoI: inhibitors of Yersinia pestis topoisomerase I | Y. pestis Topo-I cleavage product accumulation, plate reader | activity, % at 10 µM | actives 0.064% (n = 360,000) | AID 504884; in the data active means activity above about 50%, passing the limit was not always enough; further: inactives centre near 2
FadD28 binding: blocks FadD28 binding to the bisubstrate probe; fluorescence polarization; inhibition, % at 12.5 µM; actives 0.22% (n = 360,000); in the data active means inhibition above about 8.5%, passing the limit was not always enough
BH1578 lux ind: inducers of Vibrio cholerae quorum light production without autoinducers | activation, % at 18.7 µM | actives 0.16% (n = 350,000) | V. cholerae BH1578 lux reporter, luminescence, 6 h | AID 588436; in the data active means activation mostly above about 9.7%, no sharp cut-off; further: not every result past the cut was called active; inactives centre near 0; reference of the scale not given here
Mtb FBA inh: inhibitors of M. tuberculosis fructose-bisphosphate aldolase | P9WQA3 | purified M. tuberculosis FBA, fluorescence read-out | inhibition, % at 1 µM | actives 2.3% (n = 360,000) | AID 588726; in the data active means inhibition above about 27%;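 further: 0% = vehicle and 100% = reference inhibitor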
Target sequence (P9WQA3 whole entry, looked up): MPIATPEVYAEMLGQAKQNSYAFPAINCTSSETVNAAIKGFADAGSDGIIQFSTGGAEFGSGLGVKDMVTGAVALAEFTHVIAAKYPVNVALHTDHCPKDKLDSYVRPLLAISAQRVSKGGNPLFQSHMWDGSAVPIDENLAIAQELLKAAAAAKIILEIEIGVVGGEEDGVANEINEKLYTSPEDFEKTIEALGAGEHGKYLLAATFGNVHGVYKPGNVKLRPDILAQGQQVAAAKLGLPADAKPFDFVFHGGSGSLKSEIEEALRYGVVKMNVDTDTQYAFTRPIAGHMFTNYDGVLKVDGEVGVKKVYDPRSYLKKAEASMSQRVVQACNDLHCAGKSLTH
GDH-TPI counter: GDH-TPI coupled enzyme inhibition counter-screen; GDH-TPI coupled enzyme counterscreen, NADH absorbance; inhibition, % at 4.8 µM; actives 1.2% (n = 360,000); in the data active means inhibition above about 30%;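 further: 0% = DMSO wells and 100% = wells lacking the enzyme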
TcdB inh: inhibitors of Clostridioides difficile toxin B glycohydrolase. inhibition, % at 9.99 µM. P18177. actives 0.24% (n = 350,000). AID 652162. TcdB glycohydrolase enzymatic assay, plate reader; in the data active means inhibition above about 10%
PfHsp40 yeast: restores yeast growth despite PfHsp40 toxicity. S. cerevisiae expressing PfHsp40, growth rescue, ATP luminescence. growth rescue, % at 12.5 µM. actives 0.68% (n = 340,000). AID 504582; in the data active means growth rescue above about 28%, passing the limit was not always enough;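 further: yeast W303a lacking pdr1 and pdr3 grown in galactose medium; growth measured after three days at 30 °C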
The depositor's hits bear a star; i = inactive; · = no result given; & = joins results of further samples.

SMILES | BioA inh | UGM FP inh | Y pestis TopoI | FadD28 binding | BH1578 lux ind | Mtb FBA inh | GDH-TPI counter | TcdB inh | PfHsp40 yeast
Cc1ccc(F)c(Oc2cc(NN3CCCCC3)c([N+](=O)[O-])cc2[N+](=O)[O-])c1 | -0.5 | -2.1 | -7 | -0.9 | -0.5 | 5 | 14 | 0.4 | 4.4
CSCCC(NS(=O)(=O)c1ccc2c(c1)oc(=O)n2C)C(=O)NC1CCCc2ccccc21 (stereo unspecified) | -4.0 | 1.1 | -3 | -0.5 | -1.0 | 9 | 10 | 0.2 | -0.8
CC(=O)c1cc(CN2CCC(C(=O)Nc3cccc(-c4cscn4)c3)CC2)cs1 | -0.9 | -1.3 | 5 | -0.9 | -1.1 | 5 | 6 | 0.4 | -0.5
O=c1[nH]nc(Cc2ccc(Cl)cc2)c2ccccc12 | -2.1 | -1.3 | 15 | -2.5 | i | 3 | -3 | · | 0.1
CCn1ccnc1CN1CCCC(C(=O)c2cccc(C(F)(F)F)c2)C1 (stereo unspecified) | · | -0.1 | 4 | -0.5 | 0.1 | 1 | 1 | -12 | 0.2
CC(C)NC(=O)COC(=O)c1cc(Br)ccc1Cl | · | 2.2 | -2 | -3.2 | 0.0 | -2 | -6 | -1.2 | 0.7
COc1cccc(C(=O)NC2CC3CCC(C2)N3Cc2ccccc2)c1 (stereo unspecified) | 1.8 | 1.5 | -1 | -1.6 | -0.7 | 0 | 8 | -0.5 | 1.6
COc1cc(/C=C2/SC(=S)N(CCC(=O)Nc3ccc(C(=O)O)cc3)C2=O)cc(OC)c1OC | -0.2 | -0.1 | -5 | -1.2 | i | 2 | 17 | 0.1 | -0.2
O=C(Cn1nnc2ccccc21)OCC(=O)c1ccc(Cl)c(Cl)c1 | -2.2 | 2.5 | -1 | -1.2 | i | -2 | -4 | · | 0.2
O=C1OCC/C1=C\NCCCN/C=C1\CCOC1=O | 1.0 | · | 0 | -2.3 | i | 2 | 10 | 2.7 | ·
O=C(CSc1nnc(-c2cccnc2)n1Cc1ccco1)NCc1ccc2c(c1)OCO2 | 1.6 | 0.7 | 8 | -1.5 | · | 0 | 4 | · | -0.5
COc1ccc2nc(SCC(=O)N3CCNC3=O)[nH]c2c1 | -1.0 | -0.4 | -9 | 0.9 | -0.2 | 0 | 10 | · | 0.7
O=C1/C(=C/c2ccc(Cl)cc2)NC(=S)N1Cc1cccnc1 | -3.0 | 0.0 | 1 | -3.0 | i | -4 | 11 | 0.8 | 0.7
O=C(/C(=C/c1ccccc1)c1ccccc1)N1CCCCC1 | -1.7 | -2.1 | 8 | -1.5 | i | -1 | 17 | · | 0.3
COc1ccccc1-c1csc(C(NC(C)=O)c2cccc(F)c2)n1 (stereo unspecified) | -0.3 | · | 9 | -1.8 | -0.6 | 1 | -1 | 1.7 | ·
Cc1c(CC(C)C)nc(N)c(C#N)c1-c1ccccc1 | -1.3 | -0.1 | 19 | -1.9 | · | 8 | 3 | · | -0.4
CSc1ccccc1NS(=O)(=O)c1ccc2c(c1)OCCO2 | 2.5 | -1.1 | 1 | -3.7 | -0.2 | 4 | -9 | 0.8 | 2.2
CCOc1ccc(S(=O)(=O)N/N=C(\C)c2ccc3c(c2)OCO3)cc1 | -1.2 | 1.8 | -2 | -2.8 | -0.7 | 0 | 2 | -0.1 | 1.1
O=C1C=C(c2ccc(-c3ccccc3)cc2)C[C@@H](c2ccc3c(c2)OCO3)C1 | -0.9 | 0.8 | 7 | -4.8 | -0.7 | -1 | -6 | 0.6 | 0.3
CCCc1cc(C(=O)Nc2sc(C)c(C)c2C(=O)OCC)no1 | -0.9 | · | 2 | -4.5 | i | -3 | 0 | -4.9 | -0.6
CCOC(=O)c1ccccc1NC(=O)CN1C(=O)c2ccccc2S1(=O)=O | -1.2 | -1.7 | 16 | -0.2 | i | 1 | 4 | · | -0.6
CSc1ccc(/C=C2/C(=N)N3N=C(CC(=O)N4CCCC4)SC3=NC2=O)cc1 | -2.1 | 1.3 | 10 | 1.5 | -0.1 | -1 | 6 | -1.0 | -0.4
COCCn1c(C)cc(C(=O)COC(=O)c2ccc(Br)o2)c1C | · | -0.4 | 7 | -1.9 | 1.1 | 2 | 2 | 1.0 | -0.1
O=C1CC[C@H](N2C(=O)c3ccccc3C2=O)C(=O)N1 | -1.1 | 2.4 | -5 | -3.0 | i | 1 | -12 | 2.1 | -2.1
O=C(NCCc1ccccc1)C(=O)NCC1OCCN1S(=O)(=O)c1ccc2c(c1)OCCO2 (stereo unspecified) | -0.8 | 0.4 | 26 | -4.5 | i | 0 | -4 | 2.0 | 0.7
COc1ccccc1NS(=O)(=O)c1ccc(Cl)c(NC(=S)NC(=O)C2CCCC2)c1 | · | 1.6 | 15 | -4.0 | -0.5 | -6 | -13 | · | 0.2
CC(Sc1ccc(Cl)cc1)C(=O)Nc1ccccc1-c1ccccc1 (stereo unspecified) | -1.8 | -2.4 | 1 | -1.1 | -1.3 | 4 | 5 | · | 13
Cc1cc(NC(=O)c2cccc(F)c2)no1 | 0.4 | -0.7 | -6 | -0.7 | 5.3 | 0 | -5 | · | 5.1
COc1cc(C)c(C(=O)Oc2cc(C)c(C(=O)O)c(O)c2)c(O)c1 | 0.4 | -1.0 | -6 | -3.6 | -0.3 | -1 | 2 | -1.5 | -0.2
COc1ccc(N2CCN(c3ncccn3)CC2)cc1 | -0.2 | 0.8 | -9 | -0.2 | i | 3 | 10 | · | 1.0
Cc1nc(N2CCN(Cc3nc4ccccc4[nH]3)CC2)c2oc3ccccc3c2n1 | 2.9 | -2.7 | 29 | -12 | i | 2 | 10 | · | -1.0
Nc1nc(NC(=O)/C=C\C(=O)O)nn1-c1ccccc1 | · | -2.9 | 8 | 0.1 | -0.4 | 2 | 2 | 0.2 | -0.6
CCC(C)C(=O)Nn1c(C2CC2)nc2cc(OC)c(OC)cc2c1=O (stereo unspecified) | · | -2.4 | 5 | 0.2 | i | -1 | -2 | -1.2 | 0.6
NC(=O)c1ccc(NC(=O)C2CCCC2)cc1 | 0.6 | -1.7 | 2 | -1.4 | i | 3 | 7 | 1.2 | -0.4
NNC(=O)c1cc2ccccc2cc1NS(=O)(=O)c1ccccc1 | 1.0 | 0.7 | 3 | -1.4 | -0.3 | 9 | 16 | 1.3 | 0.1
O=C(NNc1c2ccccc2nc2ccccc12)c1ccccc1Cl | -3.5 | 0.2 | -2 | -1.6 | i | 7 | 11 | 0.7 | 2.3
Cc1nn(-c2ccccc2)c(Cl)c1/C=C1\SC(=S)N(C)C1=O | -2.4 | 2.4 | 13 | 0.7 | i | -3 | 2 | · | 0.1
N#CC1=C(N)Oc2n[nH]c(-c3ccncc3)c2C1c1ccsc1 (stereo unspecified) | · | 2.0 | -5 | -2.1 | -0.4 | 5 | 5 | · | -0.3
O=C1C=C(c2ccc(O)cc2)C[C@@H](c2ccc3c(c2)OCO3)C1 | 1.4 | -0.5 | 20 | -6.9 | -0.7 | 3 | 13 | 1.4 | 2.3
CC1CCCCN1C(=O)Nc1cccc(Cl)c1 (stereo unspecified) | 1.2 | -2.9 | 2 | -0.4 | -0.7 | -2 | 6 | · | -0.1

A second format for some results above.
CC(Sc1ccc(Cl)cc1)C(=O)Nc1ccccc1-c1ccccc1 (stereo unspecified)
  BioA inh: -1.8
  UGM FP inh: -2.4
  Y pestis TopoI: 1
  FadD28 binding: -1.1
  BH1578 lux ind: -1.3
  Mtb FBA inh: 4
  GDH-TPI counter: 5
  TcdB inh: ·
  PfHsp40 yeast: 13
Cc1cc(NC(=O)c2cccc(F)c2)no1
  BioA inh: 0.4
  UGM FP inh: -0.7
  Y pestis TopoI: -6
  FadD28 binding: -0.7
  BH1578 lux ind: 5.3
  Mtb FBA inh: 0
  GDH-TPI counter: -5
  TcdB inh: ·
  PfHsp40 yeast: 5.1
COc1cc(C)c(C(=O)Oc2cc(C)c(C(=O)O)c(O)c2)c(O)c1
  BioA inh: 0.4
  UGM FP inh: -1.0
  Y pestis TopoI: -6
  FadD28 binding: -3.6
  BH1578 lux ind: -0.3
  Mtb FBA inh: -1
  GDH-TPI counter: 2
  TcdB inh: -1.5
  PfHsp40 yeast: -0.2
COc1ccc(N2CCN(c3ncccn3)CC2)cc1
  BioA inh: -0.2
  UGM FP inh: 0.8
  Y pestis TopoI: -9
  FadD28 binding: -0.2
  BH1578 lux ind: i
  Mtb FBA inh: 3
  GDH-TPI counter: 10
  TcdB inh: ·
  PfHsp40 yeast: 1.0

The list goes on:
SMILES | BioA inh | UGM FP inh | Y pestis TopoI | FadD28 binding | BH1578 lux ind | Mtb FBA inh | GDH-TPI counter | TcdB inh | PfHsp40 yeast
CN1N=C(c2ccc(Cl)cc2)CC(c2ccc(Cl)cc2)C1=O (stereo unspecified) | · | 0.7 | 17 | -0.2 | i | -1 | 4 | 2.0 | 0.8
CC(=O)Oc1ccc(-c2cccc(C(=O)OCC(=O)Nc3ccccc3Oc3ccccc3)c2)cc1 | · | -0.3 | -8 | 1.0 | i | 2 | 7 | · | -1.2
COc1cnn(-c2ccccc2)c(=O)c1SCc1ccc(Cl)cc1Cl | 0.8 | -1.0 | 20 | -1.2 | -0.2 | -1 | 12 | · | 88*
Cc1ccc(C)c(NC(=O)CSc2nc3ccc(N4C(=O)c5ccccc5C4=O)cc3s2)c1 | -0.7 | -0.9 | -5 | 0.5 | -3.8 | 1 | 11 | · | -0.7
O=C1C2C3CCC(C3)C2C(=O)N1Cc1ccco1 (stereo unspecified) | · | 0.8 | 3 | -4.1 | -0.3 | -5 | -9 | · | -2.0
CC(C)N1CC(O)=C(c2nc3ccccc3[nH]2)C1=N | -1.2 | -2.1 | -5 | 0.5 | 6.7 | 3 | 16 | 1.0 | 0.6
C[C@H]1CN([C@@H](C)CO)C(=O)CCCn2nncc2CO[C@@H]1CN(C)Cc1ccc2c(c1)OCCO2 | -3.7&-1.6 | · | 1 | -2.7 | i | -2 | 2 | 0.0&-0.5 | ·
O=C(COC(=O)c1c2c(nc3ccccc13)/C(=C/c1cccc([N+](=O)[O-])c1)CCC2)NC1CCS(=O)(=O)C1 (stereo unspecified) | · | 4.4 | -7 | -1.0 | i | 0 | 11 | · | 1.3
O=C(CSc1ccc(-c2ccc(F)cc2)nn1)NCc1ccco1 | · | -0.7 | -1 | -0.6 | 3.3 | -2 | -3 | · | -0.4
Cc1noc(C)c1COC(=O)Cc1ccc(Cl)c(Cl)c1 | -0.3 | -3.0 | 8 | -4.0 | 0.5 | 2 | 0 | · | 1.0
Cc1ccc(-n2nnc(-c3nccn3C)n2)cc1 | 0.0 | -0.6 | 8 | -4.0 | -0.3 | 2 | -6 | -1.3 | -3.9
O=[N+]([O-])c1ccc(NC(=S)N2CCc3ccccc32)cc1 | 2.1 | -2.6 | 0 | -1.2 | -0.3 | -3 | 11 | 0.7 | -0.5
CCC(=O)Nc1ccc(N2CCN(S(C)(=O)=O)CC2)cc1 | · | 0.9 | 0 | -1.5 | i | 3 | 0 | · | -0.1
CCN(CC(=O)N1CCOCC1)S(=O)(=O)c1cc(Cl)ccc1Cl | -2.9 | -5.0 | -6 | -3.4 | -0.5 | -1 | -3 | -0.4 | -1.4
O=C(CSc1nn(-c2ccccc2)c(=S)s1)NC1CCS(=O)(=O)C1 (stereo unspecified) | · | 4.8 | -2 | -0.5 | -0.2 | 0 | 9 | · | 1.0
CCOc1ccc(C(=O)C(C)OC(=O)C2CCN(c3ccc(C(F)(F)F)cn3)CC2)cc1 (stereo unspecified) | -1.4 | 3.2 | 25 | -2.8 | -1.2 | 0 | -3 | -2.1 | -0.5
CC(=O)N1CCN(C(=O)Nc2cccc(C(F)(F)F)c2)CC1 | -0.2 | -0.8 | 5 | 0.0 | -0.4 | -2 | 3 | · | -0.5
COc1ccc(C(=O)c2cnc[nH]2)cc1OC | 2.4 | 2.1 | -3 | -2.1 | 0.4 | 2 | 4 | 0.5 | 0.1
CCC[C@H]1CN(c2ccccc2)C(=O)[C@@H]1CC(=O)NC | -0.2 | · | 1 | -2.5 | -0.4 | -3 | 0 | 0.7 | ·
COc1ccccc1OCCCCOc1ccccc1C(C)=O | · | -1.7 | -9 | -0.1 | -0.3 | 4 | 8 | · | -1.8
COc1ccc(-c2[nH]ncc2CNC(C)Cc2cccc(C)n2)cc1F (stereo unspecified) | 8.2 | 0.6 | 8 | -3.6 | 2.3 | 1 | -8 | 0.0 | 2.4

Compounds were not picked by outcome, and some 4.6% of all compounds hit somewhere here.
